# Assay outcomes (PubChem BioAssay)
# M. tuberculosis: growth inhibition of non-replicating M. tuberculosis (AID 488890); Mycobacterium tuberculosis non-replicating, growth inhibition; higher % means a stronger effect; inhibition, % at 25 µM, or IC50 in µM where a hit was titrated; 320,000 compounds, 0.39% hits; in the data active means a potency from the dose series; inconclusive means inhibition mostly from about 82% at the one dose, without a potency; inactive means the rest, 99 in 100 with inhibition below about 76%;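 further: plate controls were DMSO cells for no effect and high antibiotic wells for full effect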
# influenza NS1A: NS1A inhibition, H1N1 influenza, cell based functional assay (AID 504329). NS1A functional cell-based assay, percent inhibition; higher % means a stronger effect. one-dose inhibition, % at 12.5 µM; IC50 in µM for titrated hits. 340,000 compounds, 0.3% hits; in the data active means a potency from the dose series; inconclusive means inhibition above about 27% without an active follow-up result; further: strong numbers were not always called active
# VEEV TC-83 Vero: inhibitors of VEEV TC-83 cytopathic effect, confirmation, Vero cells (AID 588727) | Vero cells, VEEV TC-83 cytopathic effect inhibition; higher % means a stronger effect | inhibition, % at 20 µM; hits with a dose series show IC50 in µM | 350,000 compounds, 0.13% hits; in the data active means a potency from the dose series; inconclusive means inhibition mostly from about 14% at the one dose, without a potency; inactive means the rest, 99 in 100 with inhibition below about 12%; further: strong numbers were not always called active
# Salmonella PhoP GFP: Inhibition of PhoP regulon, Salmonella typhi GFP reporter cells, confirmation, 4 h (AID 1850). 310,000 compounds, 0.33% hits. inhibition, % at 50 µM; hits with a dose series show IC50 in µM. Salmonella Typhi PhoP-promoter GFP reporter, fluorescence, 4 h; higher % means a stronger effect; in the data active means a potency from the dose series; inconclusive means inhibition mostly from about 25% at the one dose, without a potency; inactive means the rest, 99 in 100 with inhibition below about 19%;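 further: 0% = induced wells with vehicle and 100% = uninduced wells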
# H37Rv inhibition: M. tuberculosis growth inhibition, HTS (AID 449762) | M. tuberculosis H37Rv growth inhibition, 7H9 media; higher % means a stronger effect | inhibition, % at 25 µM, or IC50 in µM where a hit was titrated | 330,000 compounds, 0.59% hits; in the data active means a potency from the dose series; inconclusive means inhibition above about 70% without an active follow-up result;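 further: bacterial growth assessed after seven days of incubation; strong numbers were not always called active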
# VEEV TC-83 Vero 10K pilot screen: second read-out of VEEV TC-83 Vero, no call of its own (marks repeat the call); inhibition, %; measured here: 10K pilot screen inhibition
# * marks the source's active call; other numbers are inactive results; i = inactive; ? = inconclusive; . = not tested or not shown.
SMILES,M. tuberculosis,influenza NS1A,VEEV TC-83 Vero,Salmonella PhoP GFP,H37Rv inhibition,others
CCOc1ccc(C2CC(c3ccccc3C)n3ncnc3N2)cc1 (stereo unspecified),62.1%,-7.3%,1.0%,14.8%,9.2%,
Cc1nnc(NC(=O)c2ccccc2NC(=O)c2ccccc2)s1,.,-22.6%,4.1%,2.0%,0.5%,
Cc1nccn1C[C@@H]1CCc2c(c3ccccc3n2C)C1=O,-2.8%,3.3%,0.1%,-3.5%,-2.9%,
COc1ccccc1C(=O)Nc1nc2nc(-c3ccccc3)cc(=O)n2[nH]1,42.7%,-14.7%,0.5%,0.8%,?,
CCC(=O)Nc1c(C(=O)Nc2cccc(OC)c2)oc2ccccc12,2.0%,-1.2%,2.8%,-6.2%,-1.1%,
N#CCc1ccc(OC(=O)c2cnccc2C(F)(F)F)cc1,12.1%,-25.4%,0.5%,2.3%,6.4%,
Cc1cc(C)nc(Nc2ncc(O)n2-c2ccc(Br)cc2)n1,20.9%,-3.4%,0.4%,-8.3%,13.3%,VEEV TC-83 Vero 10K pilot screen=1.5
O=C(O)c1cccc(CN2C(=O)CSC2=O)c1,6.5%,3.0%,i,-9.1%,5.6%,
CCOC(=O)C1=NN(C(=O)Nc2cccc(C(F)(F)F)c2)C2C(=O)N(c3cccc(C(F)(F)F)c3)C(=O)C12 (stereo unspecified),-15.0%,-19.7%,1.0%,7.8%,-9.8%,
CC(C)CN(C(=O)c1ccc(=O)n(C)n1)c1nc2ccccc2s1,37.0%,-12.0%,7.0%,-5.3%,-2.5%,
COc1ccc([C@H]2C=C3CN(C(=O)OC(C)(C)C)S(=O)(=O)[C@H]3C[C@H]2OC(=O)c2cccs2)cc1,16.5%,.,.,-8.2%,-1.0%,
COc1ccc(-c2cn(-c3ccc(C)cc3)c(=O)n2CC(=O)Nc2ccc(OC)c(OC)c2)cc1,32.1%,0.1%,10.5%,1.9%,5.3%,
O=C1/C(=C\Nc2ccc(OC(F)(F)F)cc2)CCN1c1ncccn1,0.1%,-2.5%,3.3%,-1.4%,-1.0%,
Cc1ccc(NC(=O)CCC(=O)c2cccs2)nc1,22.8%,-3.8%,2.8%,10.5%,-3.6%,
CCSc1nnc2n(-c3ccc(OC)cc3)c(=O)c3c4c(sc3n12)CCCC4,0.2%,0.0%,11.6%,-12.9%,4.1%,VEEV TC-83 Vero 10K pilot screen=0.0
O=C(/C=C/c1ccc(O)cc1)c1ccc(O)cc1O,12.7%,2.8%,22.3%,1.7%,49.1%,
CCOc1ccc(C(C)=O)cc1CSc1nnc(-c2ccoc2C)n1N,18.1%,-4.1%,10.3%,-5.1%,-8.4%,
COc1ccc(OCC(=O)OCC(=O)Nc2cc(S(=O)(=O)N3CCOCC3)ccc2Cl)cc1,-11.2%,-14.6%,0.2%,.,3.0%,
CN1CCN(C(=S)Nc2ccc(Oc3ccccc3)cc2)CC1,70.0%,8.7%,1.6%,-7.7%,4.6%,
CCC1(C)Cc2c(sc(NC(=O)CCC(=O)O)c2C#N)CO1 (stereo unspecified),1.5%,-0.7%,1.8%,-3.7%,-9.4%,

# The closing 2 records of the section above open the next one:
SMILES,M. tuberculosis,influenza NS1A,VEEV TC-83 Vero,Salmonella PhoP GFP,H37Rv inhibition,others
CN1CCN(C(=S)Nc2ccc(Oc3ccccc3)cc2)CC1,70.0%,8.7%,1.6%,-7.7%,4.6%,
CCC1(C)Cc2c(sc(NC(=O)CCC(=O)O)c2C#N)CO1 (stereo unspecified),1.5%,-0.7%,1.8%,-3.7%,-9.4%,
COc1cc(C(=O)NCC(=O)N2CCN(S(=O)(=O)c3ccccc3)CC2)cc(OC)c1OC,8.2%,1.9%,1.0%,-8.2%,3.5%,
CC(C)CC(=O)Nc1nnc(SCC(=O)Nc2ccc(F)cc2)s1,21.1%,-7.9%,i,4.9%,4.7%,
CCOC(=O)c1ccc(NC(=O)CSc2nc3cccnc3n2C)cc1,-0.1%,7.9%,i,4.9%,0.0%,
CC(C)(C)n1nc2c(c1NC(=O)c1cccc(Cl)c1)CS(=O)(=O)C2,8.2%,2.2%,i,-2.1%,5.0%,
COc1cc(CCN2C(=O)c3cccc4cccc(c34)C2=O)c(S(=O)(=O)N2CCCCCC2)cc1OC,14.0%,18.6%,8.8%,-2.8%,18.7%,
CCN(C(=O)CSc1nnc(NCc2ccccc2)s1)C1CCS(=O)(=O)C1 (stereo unspecified),-5.7%,-7.3%,i,3.3%,-2.7%,
CCCc1cc(=O)[nH]c(-n2[nH]c3c(c2=O)CCCC3)n1,49.5%,2.0%,5.4%,-9.1%,?,
Cc1nn(C(C)(C)C)c(OC(=O)c2ccc(Br)o2)c1Sc1ccccc1,11.2%,-21.2%,9.8%,-0.5%,-7.1%,
CCOc1ncccc1C(=O)OCC(=O)Nc1cc(S(=O)(=O)N2CCOCC2)ccc1Cl,-1.9%,8.1%,i,3.6%,3.7%,
O=C(OCC(=O)N1CCCc2ccccc21)c1cccc(S(=O)(=O)N2CCc3ccccc32)c1,15.0%,4.2%,6.6%,-2.5%,11.3%,
CN(C)C=NC(=O)c1[nH]c2ccc(Cl)cc2c1-c1ccccc1,15.2%,0.8%,2.1%,-11.6%,20.7%,
Cc1ccccc1NS(=O)(=O)c1cc(C(=O)N2CCc3ccccc3C2)ccc1C,12.7%,5.8%,i,0.9%,-4.0%,
COc1ccccc1CC(=O)Nc1ccon1,-6.7%,-7.7%,0.5%,12.5%,4.1%,
COc1cccc(C2/C(=C(/O)c3ccc4c(c3)CC(C)O4)C(=O)C(=O)N2CCCn2ccnc2)c1 (stereo unspecified),22.0%,14.3%,i,-7.1%,33.0%,
COc1ccc(/C=N/NC(=O)c2nc(-c3ccccc3)n(-c3ccccc3)n2)c(O)c1,-32.2%,3.1%,0.2%,3.8%,-6.8%,
COCCCNC(=O)Cn1cc2c(n1)CCCCC2,-14.7%,-0.9%,0.4%,-1.5%,-2.2%,
CCCCNC(=O)c1ccc(C)c(NC(=O)C2=C(C)OCCS2)c1,-5.3%,-28.8%,i,1.3%,2.6%,
S=c1nc(-c2ccccc2)n(Cc2cccnc2)c2c1CCCC2,-1.1%,.,.,5.3%,-4.1%,
COc1cc(CNCCN2CCOCC2)ccc1OCc1cccc(Cl)c1,14.4%,2.5%,1.2%,-2.9%,-2.3%,
Cc1[nH]c2c(Cl)cccc2c(=O)c1CN1CCCCCC1,63.7%,-8.6%,1.4%,-5.6%,3.0%,

# 7 records picked at random from the list so far, as already listed:
SMILES,M. tuberculosis,influenza NS1A,VEEV TC-83 Vero,Salmonella PhoP GFP,H37Rv inhibition,others
Cc1nn(C(C)(C)C)c(OC(=O)c2ccc(Br)o2)c1Sc1ccccc1,11.2%,-21.2%,9.8%,-0.5%,-7.1%,
Cc1ccccc1NS(=O)(=O)c1cc(C(=O)N2CCc3ccccc3C2)ccc1C,12.7%,5.8%,i,0.9%,-4.0%,
CCCCNC(=O)c1ccc(C)c(NC(=O)C2=C(C)OCCS2)c1,-5.3%,-28.8%,i,1.3%,2.6%,
CC(C)CC(=O)Nc1nnc(SCC(=O)Nc2ccc(F)cc2)s1,21.1%,-7.9%,i,4.9%,4.7%,
CC(C)(C)n1nc2c(c1NC(=O)c1cccc(Cl)c1)CS(=O)(=O)C2,8.2%,2.2%,i,-2.1%,5.0%,
Cc1[nH]c2c(Cl)cccc2c(=O)c1CN1CCCCCC1,63.7%,-8.6%,1.4%,-5.6%,3.0%,
O=C(OCC(=O)N1CCCc2ccccc21)c1cccc(S(=O)(=O)N2CCc3ccccc32)c1,15.0%,4.2%,6.6%,-2.5%,11.3%,

# Some of these compounds in order of SMILES length, lowest first:
SMILES,M. tuberculosis,influenza NS1A,VEEV TC-83 Vero,Salmonella PhoP GFP,H37Rv inhibition,others
CC(C)CC(=O)Nc1nnc(SCC(=O)Nc2ccc(F)cc2)s1,21.1%,-7.9%,i,4.9%,4.7%,
COc1cc(C(=O)NCC(=O)N2CCN(S(=O)(=O)c3ccccc3)CC2)cc(OC)c1OC,8.2%,1.9%,1.0%,-8.2%,3.5%,
COc1cc(CCN2C(=O)c3cccc4cccc(c34)C2=O)c(S(=O)(=O)N2CCCCCC2)cc1OC,14.0%,18.6%,8.8%,-2.8%,18.7%,

# New compounds follow:
SMILES,M. tuberculosis,influenza NS1A,VEEV TC-83 Vero,Salmonella PhoP GFP,H37Rv inhibition,others
Brc1ccc(-c2cnc3n2CCCC3)cc1,75.3%,-7.0%,1.1%,4.9%,5.0%,
COCCn1c(=N)c(S(=O)(=O)c2ccc(Br)cc2)cc2c(=O)n3ccccc3nc21,-8.7%,-0.8%,2.8%,-13.8%,0.0%,
Cc1ccc(S(=O)(=O)Nc2ccccc2N2CCOCC2)cc1,-15.5%,7.4%,3.3%,-9.3%,-6.8%,
O=C(OC1CCOC1=O)c1ccc(-c2nc3ccccc3s2)s1 (stereo unspecified),?,-3.5%,i,7.2%,27.7%,
CC(C)(C)C(=O)NC1CCN(CC(=O)Nc2ccc3c(c2)OCO3)CC1,-14.9%,-3.4%,0.2%,-1.3%,-6.8%,
COCCNC(=O)CCc1nnc(C2(c3ccc(Cl)cc3)CCC2)o1,13.3%,-15.6%,0.3%,-4.0%,3.4%,
c1csc(-c2nc3ccccc3s2)c1,5.7%,-0.5%,1.1%,5.8%,-5.2%,
O=C(NC1CCS(=O)(=O)C1)c1sc2ccccc2c1Cl (stereo unspecified),-2.1%,2.3%,1.8%,-4.2%,-4.5%,
COc1ccc(C(CC(=O)N2CCN(C)CC2)NC(=O)C(F)(F)F)cc1 (stereo unspecified),-31.7%,-5.6%,0.4%,2.0%,-3.4%,
CN(C)C(=S)NC(=O)c1cccc(Cl)c1,?,-7.2%,0.1%,-16.5%,?,
O=c1c(/C=N/N2CCOCC2)c(C(F)(F)F)[nH]n1-c1ccccc1,19.7%,-1.2%,0.6%,-0.8%,10.8%,
Cc1cc(C)c2c(c1)N[C@H](c1cccs1)[C@@H]1CCO[C@H]21,-1.4%,-5.1%,2.6%,0.8%,4.0%,
COc1cccc2c1c(NC(=O)Nc1ccc(F)cc1F)nn2C,7.4%,2.8%,1.4%,0.9%,14.0%,
Cc1ccc(NC(=O)C(CC(=O)O)C2CCCO2)c(C)c1 (stereo unspecified),13.6%,-0.9%,i,2.1%,2.0%,
COc1ccc(C(=O)N/C(=C/c2cccs2)C(=O)NN)cc1OC,-4.2%,6.9%,6.2%,2.3%,-2.4%,
CCOC(=O)C1CCCN(S(=O)(=O)c2cc(Br)cc3c2N(C(=O)C2CC2)CC3)C1 (stereo unspecified),7.3%,3.4%,4.8%,-0.7%,-16.7%,
CCOc1ccc(NC(=O)CCC(=O)N2CCSc3ccccc32)cc1,19.2%,-1.2%,8.8%,-5.8%,-4.5%,
COCC(=O)Nc1cc(C)cn(Cc2ccccc2Cl)c1=O,0.3%,-1.5%,1.5%,-2.3%,-7.0%,
O=C1CN=C(Nc2ccccc2Cl)N1c1ccccc1,-7.7%,-14.5%,0.6%,-6.4%,-5.6%,
CCOc1ccc(NC(=O)CCN2CCN(S(=O)(=O)c3ccc(OC)cc3)CC2)cc1,21.7%,3.4%,0.1%,-8.4%,2.9%,
Fc1ccc(N2N=C(c3cccs3)CC2c2ccco2)c(F)c1 (stereo unspecified),21.1%,-14.8%,i,-8.5%,9.4%,
CCC(=O)N(Cc1ccc(C)cc1)Cc1cc2cc3c(cc2[nH]c1=O)OCO3,12.2%,-2.2%,5.8%,-13.0%,-1.1%,VEEV TC-83 Vero 10K pilot screen=0.4
CC(C)(C)CC(C)(C)NCC(O)COCCOc1ccc(Br)cc1 (stereo unspecified),70.8%,3.0%,5.4%,-3.1%,22.1%,
N#Cc1ccsc1NC(=O)c1cccc(-n2cnnn2)c1,-17.4%,1.8%,1.6%,-15.7%,6.7%,
COc1cccc(NC(=O)Cn2c(=O)n(CCC(=O)NCc3ccco3)c(=O)c3ccccc32)c1,-17.9%,-6.6%,?,7.0%,-2.4%,
COc1ccc(NC(=O)N(CCCN(C)C)Cc2cc3cc(OC)ccc3[nH]c2=O)cc1,-13.5%,0.5%,0.3%,-1.6%,5.4%,
Cn1c(N)c(C(=O)COC(=O)Cc2ccc(Br)cc2)c(=O)n(C)c1=O,.,0.4%,0.1%,.,-6.8%,
COc1ccc(CNC(=O)C(c2ccco2)N(C(=O)c2ccccn2)c2ccccc2)cc1 (stereo unspecified),19.2%,13.2%,9.6%,-8.3%,2.5%,
O=S(=O)(NC1CCCCCC1)c1ccc(Br)s1,35.7%,-10.5%,i,6.3%,2.8%,
